# 14-3-3g Raf: modulators of 14-3-3 gamma protein binding, primary screen, biochemical, fluorescence polarization; hit rate 0.19% among 160,000; inhibition, % at 40 µM; FP, 14-3-3gamma / TMR-pS259-Raf peptide binding; 14-3-3 protein gamma (Homo sapiens), P61981; in the data active = inhibition above about 30%;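 note: 0% = protein plus tracer without compound and 100% = blank with tracer alone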
# Target sequence (P61981 whole entry, looked up): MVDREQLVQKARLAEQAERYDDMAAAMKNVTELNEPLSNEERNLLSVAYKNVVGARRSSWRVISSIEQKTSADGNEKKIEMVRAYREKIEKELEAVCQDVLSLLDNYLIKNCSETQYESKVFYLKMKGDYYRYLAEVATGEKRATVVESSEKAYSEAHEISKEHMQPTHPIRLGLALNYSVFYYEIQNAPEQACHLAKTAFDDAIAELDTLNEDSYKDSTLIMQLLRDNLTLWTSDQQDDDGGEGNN
# Active calls of the source: *; & = joins results of further samples.
SMILES,14-3-3g Raf
O=C(NC1CCCc2ccccc21)C1CCN(S(=O)(=O)c2cccnc2)CC1 (centres undefined),-10.5
CC1(C)Nc2ccccc2N(Cc2ccc([N+](=O)[O-])cc2)C1=O,-6.8
Cc1c(NS(=O)(=O)c2ccc(Cl)c([N+](=O)[O-])c2)c(=O)n(-c2ccccc2)n1C,-3.0
Cc1nc(SCC(=O)c2ccccc2)c(C#N)c(C)c1Cl,-3.7
CC(C)NS(=O)(=O)c1cccc2nsnc12,1.2&-5.6
COc1ccccc1NC(=O)c1[nH]c(C)c(C(C)=O)c1C,-1.7
Cc1ccc(C=C2C=CC(=O)O2)o1,-37.0
CCOC(=O)c1csc(NC(=O)c2cccc(F)c2)n1,1.3
Cc1occc1-c1nnc(SCC(=O)N2CCN(c3ccccc3F)CC2)n1C,3.5
O=C(CSc1c2c(nc3ccccc13)CCCC2)NC1CCCCC1,-5.2
CNS(=O)(=O)c1cc(O)c2c(S(=O)(=O)NC)cccc2c1,-4.9
Cc1ccc(Cn2c(SCC(N)=O)nc3c2c(=O)[nH]c(=O)n3C)cc1,15.9
CC1(C)CC(n2c(NCCO)nc3c(c2=O)C2(CCCC2)Cc2ccccc2-3)CCO1 (centres undefined),-19.1
COc1ccc(C2C(C#N)C(=O)NC(=O)C2[n+]2ccccc2)cc1 (centres undefined),-0.1
O=C1C(Cl)=C(N2CCCCCC2)C(=O)N1c1ccccc1,1.6

# 5 of these compounds, set out differently.
Structure | 14-3-3g Raf
COc1ccccc1NC(=O)c1[nH]c(C)c(C(C)=O)c1C | -1.7
Cc1ccc(C=C2C=CC(=O)O2)o1 | -37.0
CCOC(=O)c1csc(NC(=O)c2cccc(F)c2)n1 | 1.3
Cc1occc1-c1nnc(SCC(=O)N2CCN(c3ccccc3F)CC2)n1C | 3.5
O=C(CSc1c2c(nc3ccccc13)CCCC2)NC1CCCCC1 | -5.2

# Following part:
SMILES,14-3-3g Raf
COc1ccc(OC)c(NC(=O)c2c(Cl)nc(Cl)c(Cl)c2Cl)c1,-5.0
CC1=C(C(=O)OC2CCCC2)C(c2coc3ccccc3c2=O)C2=C(CC(C)(C)CC2=O)N1 (centres undefined),-2.3
CCC(C)OC(=O)C1=C(C)NC2(O)c3ccccc3C(=O)C12O (centres undefined),-5.8
CC(=O)c1c(C)[nH]c(C(=O)NCc2ccccc2)c1C,-2.4
CCCCNC(=O)c1ccc2c(c1)nc(C1CCN(S(=O)(=O)c3ccc(C)cc3)CC1)n2C1CCCCC1,-6.1
O=C(COc1ccc2c(c1)C(=O)CC1(CCCCC1)O2)NCc1ccc(F)cc1,-6.7
CN(C)CC(=O)N1c2ccccc2Sc2ccc(C(F)(F)F)cc21,7.8
COc1cccc(CNc2ncc(Br)cc2Br)c1O,0.2
CC(NS(=O)(=O)c1ccccc1F)C(=O)O (centres undefined),-5.0
Nc1nc(-c2ccc([N+](=O)[O-])cc2)c(C(=O)Nc2ccc(-c3ccccc3)cc2)s1,-2.9
COc1ccc(C(=O)COC(=O)CN2C(=O)C3CC=CCC3C2=O)cc1 (centres undefined),-3.2
Cc1ccc(-c2cc(C(=O)NCc3ccc4c(c3)OCO4)no2)cc1,1.8
COc1ccc(S(=O)(=O)N(C)CC(=O)Nc2ccccc2SC)cc1Cl,-8.5
CC(=O)c1ccc(C#CC(C)(C)O)s1,1.4
COc1ccc2cc(C(c3nnnn3C(C)(C)C)N3CCSCC3)c(=O)[nH]c2c1 (centres undefined),-9.5
CC(C)(C)n1nc2c(c1NC(=O)c1ccc3c(c1)OCO3)CS(=O)C2 (centres undefined),-4.2
Cc1ccc(C)c(NC(=O)c2c(O)c3ccccc3[nH]c2=O)c1,1.1
Cc1ccc(C(=O)Oc2c(S(=O)(=O)c3ccccc3)c(C)nn2-c2ccccc2)cc1[N+](=O)[O-],-3.4
CNC(=O)CN(c1ccc(OC)cc1)S(=O)(=O)c1ccc(F)cc1,4.3
C=CCn1c(C)cc(C(=O)CSc2nc3ccccc3o2)c1C,-7.4
Cc1ccc(NC(=O)Cn2c(=O)n(Cc3ccco3)c(=N)c3c4c(sc32)COC(C)(C)C4)cc1,-20.7
O=C(NCc1ccco1)c1nc2nc(-c3cccs3)cc(C(F)(F)F)n2n1,-11.4&-23.3
Cc1ccc(C)c(NC2=CC(=O)CC(C)(C)C2)c1C#N,-1.7
COc1ccc(Cn2c(=O)oc3ccc(C)cc32)cc1OC,-0.1
O=C(O)c1ccc2c(=O)n(CCc3c[nH]c4ccccc34)c(=S)[nH]c2c1,-5.5
Cc1cccc(-c2noc(COc3ccc(C)cc3Br)n2)c1,-2.6
CN1C(=O)CC(N2CCN(c3ccc(Cl)c(Cl)c3)CC2)C1=O (centres undefined),7.0
Cc1ccc(-n2ncc3c(Nc4ccc(Br)cc4)ncnc32)c(C)c1,2.7
COc1ccc(C(=O)Nc2ccc(S(=O)(=O)Nc3nccc(C)n3)cc2)c(OC)c1,-15.3
CCn1c(COc2ccccc2C)nnc1SCC(=O)N1CCC(C)CC1,-0.2

# Retrieved by structure from the list above:
SMILES,14-3-3g Raf
CCn1c(COc2ccccc2C)nnc1SCC(=O)N1CCC(C)CC1,-0.2
COc1ccc(C(=O)Nc2ccc(S(=O)(=O)Nc3nccc(C)n3)cc2)c(OC)c1,-15.3
COc1ccc(Cn2c(=O)oc3ccc(C)cc32)cc1OC,-0.1
Cc1cccc(-c2noc(COc3ccc(C)cc3Br)n2)c1,-2.6

# Carrying on:
SMILES,14-3-3g Raf
CC12CCC(C(=O)N(c3ccccn3)c3ccccn3)(OC1=O)C2(C)C (centres undefined),6.4
Cc1ccc(N2C(=O)c3ccccc3NC2c2ccc(F)cc2)cc1 (centres undefined),4.5
CCOc1cccc2c1OC1(C)C(C(=O)N(C)C)C2NC(=S)N1c1ccc(Br)cc1 (centres undefined),-2.4
CCC(C)NC(=O)c1coc(=O)c2ccccc12 (centres undefined),1.8
COC(=O)C1C(=O)C2=C(CC1C)NC(=O)CC2c1cccc(C)c1 (centres undefined),-0.9
Cc1cccc(C)c1NC(=O)N1CCN(C2CCCCC2)CC1,-5.7
CCc1ccc(-c2nnn(Cc3nc4ccccc4s3)n2)cc1,2.2
COc1cccc(-c2nc(CS(=O)CC(=O)NC3CCCC3)c(C)o2)c1 (centres undefined),4.6
CCC(CC)C(=O)NCCc1cc2c(C)ccc(C)c2[nH]c1=O,2.5
CCc1nc2oc3ccccc3c(=O)c2c(=O)n1Cc1ccc(OC)cc1,-25.5
CC(C)C(C(=O)O)N1C(=O)c2cccc3cccc(c23)C1=O (centres undefined),-3.3
CCN(CC)c1ccc(NC(=O)c2ccc(C)o2)cc1,-139.0
O=C(NC1(C(F)(F)F)C(=O)Nc2c1c(=O)[nH]c(=O)n2Cc1ccco1)C1CCCCC1 (centres undefined),0.2
COc1ccc(C2=CC(c3cccc(Br)c3)n3nc(CCCO)nc3N2)cc1 (centres undefined),-1.6
COc1ccccc1N1CCN(CCN2C(=O)CC3(CCCC3)CC2=O)CC1,-4.7
Cc1onc(-c2ccccc2)c1C(=O)Nc1nnc(-c2ccncc2)s1,2.7
O=[N+]([O-])c1cc(C(F)(F)F)ccc1N1CCc2ccccc21,-6.8
Cc1c(-c2nc(N)nc(Nc3ccccc3F)n2)oc2ccccc12,-3.2
COCC(C)NS(=O)(=O)c1ccc(OC)cc1 (centres undefined),1.0
Cn1c(=O)c2ncn(CC(=O)NCCOc3ccc(C(C)(C)C)cc3)c2n(C)c1=O,-2.5
CCCCc1nnc2n1N=C(c1ccc(Br)cc1)CS2,-11.3
C=CCn1c(=O)c(C(=O)Nc2nc(C)cs2)c(O)c2ccccc21,-8.3
CCN1CCCC1Cn1cnc2c([nH]c3ccc(C)cc32)c1=O (centres undefined),5.1
Nn1c(SC/C=C/c2ccccc2)nnc1-c1ccco1,-5.1
CC1CC(C)(C)NC(=S)N1CCCC(=O)NCc1ccc2c(c1)OCO2 (centres undefined),-2.7
O=C(Nc1ccc(N2CCCCC2)cc1)c1ccc(Br)o1,-35.8
CCCOC(=O)C1C2C=CC3(CN(c4ccc(Cl)c(F)c4)C(=O)C13)O2 (centres undefined),-7.4
COC(=O)c1c(NC(=O)COc2ccc(OC)cc2)sc2c1CCC(C)C2 (centres undefined),-21.1
NC(=O)CSc1nnc(-c2ccoc2)o1,-2.1
COc1ccc(Oc2coc3cc(OC(C)C(=O)OC4CCCCC4)ccc3c2=O)cc1 (centres undefined),-3.9
COc1ccc(F)cc1S(=O)(=O)n1cc(C)nc1-c1ccccc1,3.1
Cc1ccc(OCCCN(C)C)c(Br)c1,1.7
OCCCc1nc2n(n1)C(c1cccc(Br)c1)C=C(c1ccccc1)N2 (centres undefined),-11.8
O=C1NCCn2ccc(=O)cc21,1.4
Cc1ccc(Cn2c3ccccc3c3cn[nH]c(=O)c32)cc1,-1.1
CCCCCSc1nnc2c(n1)OC=Nc1ccc(Br)cc1-2,-5.5
CC1=C(C(=O)OC(C)C)C(c2cccs2)C2=C(CC(c3cccs3)CC2=O)N1 (centres undefined),-1.6
COc1cc(C(=O)Nc2ccc(I)cc2)cc(OC)c1OC,-1.5
CC(C)CCN(C(=O)Nc1ccccc1)C(C)c1ccco1 (centres undefined),-13.1
CCOC(=O)C1CCC(CN(Cc2ccccc2)S(=O)(=O)c2ccc(F)cc2)CC1 (centres undefined),0.5
CC1=C(C(=O)Nc2ccc(C)c(Cl)c2)C(c2ccc(F)cc2)NC(=O)N1 (centres undefined),-3.5
O=C(NCc1ccccc1Cl)C1CCN(c2nc3cc(Cl)ccc3s2)CC1,-2.6
CCN1CCN(C(=O)C2CC(=O)N(CCc3ccc(C)cc3)C2)CC1 (centres undefined),3.5
COC(=O)CSc1ncc(C#N)c(N)n1,-5.0
COc1ccc(CNC(=O)c2oc3ccccc3c2C)cc1,-16.3

# Some of these compounds in order of count of non-hydrogen atoms, descending:
SMILES,14-3-3g Raf
O=C(NCc1ccccc1Cl)C1CCN(c2nc3cc(Cl)ccc3s2)CC1,-2.6
CC(C)CCN(C(=O)Nc1ccccc1)C(C)c1ccco1 (centres undefined),-13.1
COC(=O)CSc1ncc(C#N)c(N)n1,-5.0

# Next section.
SMILES,14-3-3g Raf
Cc1ccc2c(c1)c(=O)c1ccccc1n2CCCC(=O)Nc1ccccc1Cl,-14.8
COc1nnc(-c2ccc(C)c(S(=O)(=O)NC(C)c3ccccc3)c2)c2ccccc12 (centres undefined),-10.2
CCCc1ccc(OCC(=O)Nc2sc3c(c2C(N)=O)CCC3)cc1,-38.2
COc1ccc(C(=O)N2CCCc3ccccc32)cc1,7.6
CCC(c1nnnn1C(C)C)N1CCN(C2CCCC2)CC1 (centres undefined),7.1
CC(CP(=O)(O)O)NC(=O)Cc1ccccc1 (centres undefined),0.0
CCc1nc(N2CCC(C)CC2)c2oc3ccccc3c2n1,0.2
CC1CCN(S(=O)(=O)Cc2ccccc2Cl)CC1,6.5
CCN(CC)c1cc(C)c2cc(NC(=O)c3cccc(Cl)c3)ccc2n1,-2.6
Clc1ccc(CSc2ncn[nH]2)cc1,1.9
Cc1nn(C)c(C)c1Nc1ccc(N2C(=O)C3C4C=CC(C4)C3C2=O)cc1[N+](=O)[O-] (centres undefined),2.8
O=C(Nc1nc2c(s1)CCCC2)c1ccccc1Oc1ccccc1,-3.0
COCCNC(=O)C1c2ccccc2C(=O)N(CCOC)C1c1c[nH]c2ccccc12 (centres undefined),-1.1
Cc1ccc(-n2nc3c(c2NC(=O)c2ccco2)CS(=O)(=O)C3)c(C)c1,-6.0
CCCCC(C(=O)Nc1ccc(C)cc1C)N1C(=O)c2ccccc2C1=O (centres undefined),-8.3
O=S1(=O)N=C(c2ccc(Br)cc2)Nc2ccccc21,-8.3
CN(C)c1ccc(C2Nc3ccccc3NC3=C2C(=O)CC(C)(C)C3)cc1 (centres undefined),-3.9
COc1cccc(OCC(=O)Nc2ccccc2NC(C)=O)c1,-7.0
O=C(Nc1c2c(nn1-c1ccc(F)cc1)CSC2)c1ccc([N+](=O)[O-])cc1,-12.1
O=C(CC1Sc2ccc(C(F)(F)F)cc2NC1=O)Nc1cccc([N+](=O)[O-])c1 (centres undefined),-9.7
CCOC(=O)N1CCN(S(=O)(=O)c2ccc(F)cc2)CC1,4.6
Cc1cccc(CCNC(=O)C2CCN(S(=O)(=O)c3cccc4nsnc34)CC2)c1,15.7
COc1ccc(C2C3C(=O)N(c4ccc(F)cc4)C(=O)C3ON2c2ccccc2)cc1 (centres undefined),-0.7
Cc1c(C(=O)COC(C)(C)C)[nH]c2ccccc12,0.2
CC(C)(C)c1ccc(-c2nc3cc(NC(=O)c4ccc(Br)o4)ccc3o2)cc1,-8.5
CCC(C)OC(=O)C1=C(C)NC(=O)NC1c1ccccc1Br (centres undefined),2.7
COc1ccc(Cc2nnc(SCC(=O)Nc3cc(C(F)(F)F)ccc3Cl)o2)cc1,-1.9
O=c1[nH]c2ccccc2c(O)c1O,-0.5
COc1ccc(NC(=O)NC(c2ccccc2)c2ccccc2)cc1OC,7.0
CCOc1ccc(S(=O)(=O)N2CCCCC2)cc1-c1nc2c(C(C)(C)C)nn(C)c2c(=O)[nH]1,-3.0
O=C(CCCCl)NCC1(c2ccccc2)CCCC1,-9.1
Cc1onc(-c2ccccc2Cl)c1C(=O)Nc1ccc(OC(C)C)cc1,4.8
COc1ccccc1CNC(=O)CCNC(=O)Cn1ccc2ccccc2c1=O,-0.1
O=C(NCc1ccccc1)C1CCN(S(=O)(=O)N2CCCCC2)CC1,-3.6
NCc1cccc(-n2cccn2)c1,2.0&-0.7
Cc1ccc2c(c1)c1c(n2CC2COC(C)(C)O2)C(=O)CCC1 (centres undefined),-3.2

# Only part of the results is shown; rates above refer to the full screens.
